Bioassay records from PubChem BioAssay.
EBI2 antag: EBI2 receptor antagonists, beta-arrestin recruitment, primary screen, cell-based, luminescence, 7a,25-OHC stimulation, uHTS | hit rate 0.81% among 360,000 | inhibition, % at 5 µM | AID 651636, 2012 | G-protein coupled receptor 183 (Homo sapiens), P32249 | 7a,25-OHC stimulated; in the data active = inhibition above about 38%;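 note: enzyme fragment complementation signal reports receptor beta-arrestin coupling in cells; 0% = agonist plus DMSO wells and 100% = wells without agonist; some results beyond the cut were filed as inactive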
Target sequence (P32249 whole entry, looked up, the tested form may be a part): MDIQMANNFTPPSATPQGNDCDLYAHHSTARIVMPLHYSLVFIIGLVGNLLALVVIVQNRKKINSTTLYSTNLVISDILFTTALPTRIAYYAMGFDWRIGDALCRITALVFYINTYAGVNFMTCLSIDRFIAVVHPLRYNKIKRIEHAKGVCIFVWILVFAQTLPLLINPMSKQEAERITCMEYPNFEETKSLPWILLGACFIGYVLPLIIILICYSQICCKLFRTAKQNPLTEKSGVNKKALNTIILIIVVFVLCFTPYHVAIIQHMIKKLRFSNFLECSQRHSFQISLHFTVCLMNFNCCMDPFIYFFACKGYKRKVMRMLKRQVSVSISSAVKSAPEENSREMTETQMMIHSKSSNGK
CXCR6 inh: CXCR6 receptor inhibitors, primary screen, cell-based, beta-arrestin, luminescence, CHO-K1 PathHunter, 1536-well | C-X-C chemokine receptor type 6 (Homo sapiens), O00574 | inhibition, % at 20 µM | hit rate 0.36% among 360,000 | AID 602244, 2012; in the data active = inhibition above about 34%, passing the limit was not always enough;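 note: antagonist mode with CXCL16 agonist at 10 nM final; 0% = 10 nM CXCL16 with DMSO and 100% = unstimulated wells without agonist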
Target sequence (O00574 whole entry, looked up): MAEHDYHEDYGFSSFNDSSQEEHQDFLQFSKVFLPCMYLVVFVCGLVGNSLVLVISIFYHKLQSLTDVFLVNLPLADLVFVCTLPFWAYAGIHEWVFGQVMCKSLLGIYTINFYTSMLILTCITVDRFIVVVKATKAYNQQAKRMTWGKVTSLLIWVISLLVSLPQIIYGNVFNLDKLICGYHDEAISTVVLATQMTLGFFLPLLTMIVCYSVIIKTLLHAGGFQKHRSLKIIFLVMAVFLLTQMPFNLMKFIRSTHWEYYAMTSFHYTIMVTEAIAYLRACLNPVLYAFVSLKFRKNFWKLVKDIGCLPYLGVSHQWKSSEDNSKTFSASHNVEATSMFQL
Active calls of the source: *. These rows are one share of the data, so the mix of outcomes need not match the whole.

Order of values – EBI2 antag | CXCR6 inh
- COc1cccc(C=C2Cc3ccccc3C2=O)c1
    9 | 2
- O=C(COC(=O)c1ccc(S(=O)(=O)N2CCCC2)cc1)Nc1ccccc1Cl
    0 | 8
- CC1=C(C(=O)N(C(C)C)C(C)C)CC(CC(=O)NC2CC2)C(=O)N1CCCN1CCCC1=O (stereo not given)
    -4 | -6
- CCCCc1c(-c2ccccc2OC)ncn1Cc1ccc(Cl)cc1
    10 | -5
- CC1(C(=O)NS(=O)(=O)c2ccccc2Cl)CCN1C(=O)CC1CCCC1 (stereo not given)
    -8 | -11
- CCC1Cc2[nH][nH]c(=O)c2C(CC)O1 (stereo not given)
    -8 | -15
- CCOc1ccc(C(CN2CCOCC2)C(C)=O)cc1OC (stereo not given)
    7 | 8
- COc1ccc(CC(N)c2csc(NC(=O)c3cc(C(C)(C)C)oc3C)n2)cc1 (stereo not given)
    3 | -9
- Cc1ccc(S(=O)(=O)N2CC3(O)CN(C(=O)OC(C)C)N(C(=O)OC(C)C)CC3(OC(=O)NCc3ccccc3)C2)cc1 (stereo not given)
    2 | -12
- CC1(C(=O)NS(=O)(=O)c2ccc(C#N)cc2)CCN1C(=O)C1(c2ccc(Cl)cc2)CC1 (stereo not given)
    12 | 4
- CCC(=O)NC(c1ccco1)c1cc(Br)c2cccnc2c1O (stereo not given)
    24 | 7
- COc1ccccc1NC(=O)N(C)C[C@H]1OCc2cnnn2CCCC(=O)N([C@H](C)CO)C[C@H]1C
    3 | 9
- CN(C(=O)CN1CCN(c2cc(-c3cccc4oc5ccccc5c34)ncn2)CC1)c1ccccc1
    2 | -10
- COCCCN1C(=O)C(CC(=O)NC2CC2)CC(C(=O)N2CCOCC2)=C1C (stereo not given)
    -5 | -9
- CCOC(=O)[C@]12CCC=C1N(Cc1ccc3c(c1)OCO3)C(=O)[C@H](CC(=O)NCc1ccc(OC)c(OC)c1)C2
    0 | -3
- CC(O)(c1cccc(F)c1)c1nc(-c2csc3ccccc23)cs1 (stereo not given)
    22 | -2
- COCCCN1C(=O)C(CC(=O)NCc2cccc3ccccc23)CC(C(=O)N2CCOCC2)=C1C (stereo not given)
    -1 | -1
- Oc1ccc(C[C@H]2CN([C@@H](Cc3ccc(O)cc3)CN3CCC[C@@H]3CN3C(=S)NC[C@@H]3Cc3ccccc3)C(=S)N2CCc2ccccc2)cc1
    7 | -2
- CN1CCN(C(=O)c2ccc(-c3cnc4cccnn34)cc2)CC1
    -3 | 1
- COc1cc(/C=N/NC(=O)c2nnn(-c3nonc3N)c2C)ccc1OCc1ccc(Cl)cc1
    -10 | -4
- CCOC(=O)[C@]12CCC=C1N(CCC1=CCCCC1)C(=O)[C@H](CC(=O)N1CCN(C(=O)C3CC3)CC1)C2
    2 | -7
- COC(=O)c1cc(NC(=O)CC(=O)c2cccc(N)c2)cc(C(=O)OC)c1
    0 | 4
- Cc1ccccc1-c1nc(NC(C)C)nc2ccsc12
    0 | -2
- COc1cccc(CNC[C@H]2O[C@@H](n3ccc(N)nc3=O)[C@H](O)[C@@H]2O)c1OCc1ccc(F)cc1Cl
    -5 | 0
- Cc1ccc(F)c(S(=O)(=O)NC(=O)C2(C)CCN2C(=O)Cc2ccc(-c3ccccc3)cc2)c1 (stereo not given)
    -9 | -2
- O=C(COc1ccccc1CNC[C@H]1O[C@@H](n2ccc(=O)[nH]c2=O)[C@H](O)[C@@H]1O)N1CCCCC1
    1 | 1
- COc1ccc(NC(=O)CSc2nnnn2-c2cccc(OC)c2)cc1
    3 | 2
- CCCCC(=O)N(C)c1c(CC)nc2c(OCCOC)cccn12
    -21 | -3
- Cc1cc(C)cc(Cn2c3ccc(NC(=S)NC4CCCCC4)cc3c(=O)n2C)c1
    -14 | 3
- CC(C)(C)NC(=O)C1c2ccccc2OCC(=O)N1Cc1cccnc1 (stereo not given)
    -6 | -5
- COc1ccc(F)cc1-c1cc(C(=O)NC2CCCCC2)[nH]n1
    -4 | -6
- Cc1noc(C)c1C(=O)N1CCC1(C)C(=O)NS(=O)(=O)c1cccc(Cl)c1 (stereo not given)
    -2 | -8
- COC(=O)c1ccc2nc(-c3ccc(F)cc3)c(CC3CCCCC3)n2c1
    8 | 2
- COc1ccc(C(c2nnnn2Cc2ccccc2)N2CCN(C/C=C/c3ccccc3)CC2)cc1 (stereo not given)
    50* | 16
- CCc1nc2c(OCCc3cccc(OC)c3)cccn2c1N(C)C(=O)c1ccc(OC)cc1
    -4 | 1
- CCc1nc2ccc(C(=O)N(CC)CCN(C)C)cn2c1N(C)Cc1nccs1
    -6 | 5
- Cc1nn(C)c2c1NC(=O)CS2
    -2 | -3
- N#Cc1ccccc1OCCCN1CCC(C(O)(c2ccccc2)c2ccccc2)CC1
    1 | 6
- COc1ccc(Cn2cc(CN3CC(N4CCSCC4)CS3(=O)=O)nn2)cc1 (stereo not given)
    -8 | -1
- NC(Cc1ccc(F)cc1)c1csc(Nc2nccc(C(F)(F)F)n2)n1 (stereo not given)
    -7 | -10

The final 3 entries of the section before lead into the next:
Order of values – EBI2 antag | CXCR6 inh
- N#Cc1ccccc1OCCCN1CCC(C(O)(c2ccccc2)c2ccccc2)CC1
    1 | 6
- COc1ccc(Cn2cc(CN3CC(N4CCSCC4)CS3(=O)=O)nn2)cc1 (stereo not given)
    -8 | -1
- NC(Cc1ccc(F)cc1)c1csc(Nc2nccc(C(F)(F)F)n2)n1 (stereo not given)
    -7 | -10
- COc1ccc([C@H]2CN(CCc3ccccc3)C(=O)[C@@H]2CC(=O)Nc2ccccc2)cc1
    6 | 8
- COCCN1C(=O)CCC1(C)C(=O)Nc1c(C)cccc1C (stereo not given)
    -8 | -6
- OC(c1ccccc1)c1nc(-c2cnc3ccccc3c2)cs1 (stereo not given)
    8 | -7
- Cn1c(=O)c2cc(NC(=S)NCc3ccccc3F)ccc2n1Cc1cccc(C(F)(F)F)c1
    1 | 0
- O=C1NC[C@H](Cc2ccc(O)cc2)N(CCc2cc(C(F)(F)F)cc(C(F)(F)F)c2)C1=O
    5 | 0
- Cc1ccc(CNc2nc3cc(-c4ccccc4C)sc3c(=O)n2C)c(C)c1
    7 | 3
- CC1=C(C(=O)N(C)C)CC(CC(=O)NCCCN(C)C)C(=O)N1Cc1ccc(F)cc1 (stereo not given)
    -4 | -2
- COC(=O)N(C)C[C@@H]1OCc2cn(nn2)CCCC(=O)N([C@H](C)CO)C[C@H]1C
    -4 | -4
- Cc1cn(CC(=O)NCc2nc3ccccc3[nH]2)c(=O)[nH]c1=O
    -13 | -3
- C#CCN(C[C@@H]1[C@@H](OC(=O)Nc2c(C)noc2C)[C@@H](OC(=O)Nc2c(C)noc2C)Cn2c(=O)n(CCCCCC)c(=O)n21)S(=O)(=O)c1ccc(C)cc1
    8 | 16
- COC(=O)c1ccc2nc(-c3ccc(F)cc3)c(Cc3ccsc3)n2c1
    21 | 13
- CCc1nc2ccc(C(=O)NCCCN(C)C)cn2c1N(C)CCCc1ccccc1
    7 | 5
- Cc1cc(NC(=O)CS(=O)(=O)c2cn(Cc3cccc(C(F)(F)F)c3)c3ccccc23)no1
    15 | 17
- OC(c1ccc(Cl)c(Cl)c1)c1ncc(-c2ccccc2F)[nH]1 (stereo not given)
    15 | 9
- CC(C)CCN1CCC[C@]2(N[C@H](c3ccccc3)[C@@H]3C(=O)N(Cc4ccccc4)C(=O)[C@@H]32)C1=O
    4 | 7
- C[C@@H]1CN([C@H](C)CO)C(=O)CCCn2cc(nn2)CO[C@H]1CN(C)C(=O)Nc1ccc2c(c1)OCO2
    -5 | 0
- Cc1ccc(Cc2c(-c3ccccc3)nc3ccc(Br)cn23)cc1
    6 | 19
- COCCNC(=O)C1CCCN(C(=O)C2(c3ccc(Cl)cc3)CCCC2)CC1 (stereo not given)
    -8 | 7
- COc1ccc(-c2csc(N(CCCN(C)C)C(=O)c3ccc(OC)c(OC)c3)n2)cc1
    -2 | -2
- COc1cccc(CNC(=O)[C@@H]2CCCN2)c1
    -5 | -10
- Cn1c(OCC2CCCO2)nc2cc(-c3ccccc3)sc2c1=O (stereo not given)
    6 | -1
- CCOC(=O)N(C)C[C@@H]1OCc2cnnn2CCCC(=O)N([C@H](C)CO)C[C@@H]1C
    -1 | -5
- O=C(O)Cn1ccnc1[N+](=O)[O-]
    2 | -2
- CCc1nc2ccc(C(=O)Nc3cc(-c4ccccc4)ccc3OC)cn2c1N(C)CCCc1ccccc1
    27 | 14
- O=C(c1ccc(CS(=O)c2ccccc2Cl)o1)N1CCN(C2CCCCC2)CC1 (stereo not given)
    2 | -6
- CCCCCCn1c(=O)n2n(c1=O)[C@@H]1CN(S(=O)(=O)c3ccc(C)cc3)C[C@]1(O)[C@@H](OC(=O)NCc1ccco1)C2
    -3 | -4
- COc1ccc(OC(=O)OCc2ccccc2)cc1
    -3 | 0
- COc1cc(C(=O)N(Cc2ccccc2)c2cccc(C)c2)ccc1OCC(=O)N1CCOCC1
    -2 | 2
- C[C@H](NC(=O)[C@@H]1CCCN1C(=O)[C@@H]1CCCN1C(=O)c1ccc(Cl)cc1)c1ccccc1
    -15 | 6
- C=CCN(C(=O)CSc1nc2ccsc2c(=O)n1Cc1ccc(C(=O)O)cc1)c1ccccc1
    6 | 3
- Cn1c(NCc2cccnc2)nc2cc(-c3cccc(C(F)(F)F)c3)sc2c1=O
    8 | 6
- CC[C@H](NC(=O)/C=C/[C@H]1O[C@@H](n2cc(C)c(=O)[nH]c2=O)C[C@@H]1O)c1ccccc1
    -10 | -5
- COc1ccc(CN2C(=O)c3ccccc3C2c2nnnn2-c2ccc3c(c2)OCCO3)cc1 (stereo not given)
    11 | -2
- CC1CCN(C(=O)c2[nH]c(C(F)(F)F)nc2-c2ccccc2)CC1
    -5 | 3
- CCCCn1nnnc1C(c1cc2ccccc2o1)N1CCN(CCN(C)C)CC1 (stereo not given)
    -20 | -5
- CC1CCN(C(=O)CSc2nnc(-c3ccco3)n2N)CC1
    -12 | -7
- COC(=O)c1ccccc1N=NNc1ccc([N+](=O)[O-])cc1
    -21 | -5
- CCCCc1c(-c2ccc(OC)cc2)ncn1CCc1ccccc1OC
    10 | 8
- COc1ccc(C(=O)N2CCc3ccccc3C2)cc1S(=O)(=O)N1CCCC1
    -3 | 2
- COC(=O)[C@]12CCCCC=C1N(Cc1cccc3ccccc13)C(=O)[C@H](CC(=O)N1CCSCC1)C2
    -1 | 2

The final 2 records of the section before lead into the next:
Order of values – EBI2 antag | CXCR6 inh
- COc1ccc(C(=O)N2CCc3ccccc3C2)cc1S(=O)(=O)N1CCCC1
    -3 | 2
- COC(=O)[C@]12CCCCC=C1N(Cc1cccc3ccccc13)C(=O)[C@H](CC(=O)N1CCSCC1)C2
    -1 | 2
- CCCCCCn1c(=O)n2n(c1=O)C[C@]1(OC(=O)NCc3ccccc3)CN(S(=O)(=O)c3ccc(C)cc3)C[C@]1(O)C2
    -1 | 2
- CC(=O)Nc1cccc(-c2ccnc3c2CC(C)(C(=O)NCc2ccc(F)c(F)c2)O3)c1 (stereo not given)
    8 | -8
- O=S1(=O)N[C@@H](Cc2ccccc2)COc2cccc(N3CCN(Cc4ccccc4F)CC3)c21
    11 | -1
- CC1(C(=O)Nc2cnc3ccccc3c2)CCN1Cc1ccc(-c2ccccc2)o1 (stereo not given)
    1 | -14
- CC1(C(=O)NS(=O)(=O)c2cccc(OC(F)F)c2)CCN1C(=O)Cc1cccs1 (stereo not given)
    2 | -1
- CCOC(=O)[C@]12CCCC=C1N(Cc1ccc(Cl)cc1Cl)C(=O)[C@H](CC(=O)N1CCSCC1)C2
    -2 | 9
- Cc1ccc2nc(-c3ccc(Cl)cc3)c(CC3CCCCC3)n2c1
    5 | -2
- C[C@@H]1CCCCO[C@H](CN(C)C(=O)Nc2ccccc2)[C@@H](C)CN([C@H](C)CO)C(=O)c2cc(NS(=O)(=O)c3cn(C)cn3)ccc2O1
    -4 | 9
- CC(C)(C)n1nnnc1C(c1cc2ccccc2o1)N1CCN(C(=O)OCc2ccccc2)CC1 (stereo not given)
    37 | 0
- CC1(C(=O)Nc2cccc(NS(C)(=O)=O)c2)CCN1Cc1ccccc1OC(F)F (stereo not given)
    3 | -2
- CCCCn1nnnc1C(c1ccccc1)N1CCN(c2ccccc2)CC1 (stereo not given)
    6 | 5
- C[C@@H]1CN([C@@H](C)CO)C(=O)CCCn2nncc2CO[C@H]1CN(C)C(=O)c1cc(-c2ccccc2)on1
    -5 | -11
- Cc1ccccc1C(=O)N(C)[C@H]1C[C@H]2c3[nH]c4ccccc4c3CCN2C(=O)[C@H]1[C@H](C)O
    -2 | 0
- CCNC(=O)C1(C)CCN(C(=O)c2ccc(C)c(F)c2)C1 (stereo not given)
    -12 | -4
- CC1C(c2ccccc2)OCCN1C=NC#N (stereo not given)
    0 | -2
- CC1(C(=O)NS(=O)(=O)c2ccc(Br)cc2)CCN1C(=O)c1cccc(F)c1 (stereo not given)
    4 | 4
- CC1(C(=O)Nc2cccc3c2CCCC3)CCN1C(=O)CCc1ccc(Cl)cc1Cl (stereo not given)
    1 | -3
- CCN(CC(=O)Nc1cc(Cl)ccc1C)C(=O)C1CCN(c2ncnc3sc(C)c(C)c23)CC1
    21 | -6
- O=C1NC[C@H](CCCCN2CCN(CCc3ccc(O)cc3)C(=O)C2=O)N(CCC2CCCCC2)C1=O
    -6 | -1
- Cc1nnc(SC(C)C(=O)c2c[nH]c3ccccc23)n1C1CC1 (stereo not given)
    -6 | -2
- CCN(C)C1CN(Cc2cn(Cc3ccccc3)nn2)S(=O)(=O)C1 (stereo not given)
    -12 | 0

Structural class: the entries above with bromine (3)
Order of values – EBI2 antag | CXCR6 inh
- CCC(=O)NC(c1ccco1)c1cc(Br)c2cccnc2c1O (stereo not given)
    24 | 7
- Cc1ccc(Cc2c(-c3ccccc3)nc3ccc(Br)cn23)cc1
    6 | 19
- CC1(C(=O)NS(=O)(=O)c2ccc(Br)cc2)CCN1C(=O)c1cccc(F)c1 (stereo not given)
    4 | 4
